M17LAP inhibition = P. falciparum M17LAP inhibitors, primary screen, biochemical, fluorogenic H-Leu-NHMec substrate, 1536-well (AID 1619); recombinant M17LAP, H-Leu-NHMec fluorogenic kinetic assay; higher % means a stronger effect; inhibition, % at 30 µM; hits with a dose series show IC50 in µM; 220,000 compounds, 0.38% hits;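 active means compound inhibiting the enzyme by more than half at any dose during confirmatory dose-response retesting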;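 further: plate controls were full reaction with DMSO carrier for no effect and no enzyme background for full effect; strong numbers were not always called active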
SIAH1 antagonists = blockers of Siah-1 interaction with plectin peptide – biochemical, fluorescence polarization, rhodamine-plectin, uHTS, primary screen (AID 1817) | one-dose displacement, % at 20 µM; IC50 in µM for titrated hits | 290,000 compounds, 0.02% hits | Siah-1 / rhodamine-plectin peptide fluorescence polarization; higher % means a stronger effect;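 active means displacement of at least 50% at 20 µM, with a fluorescence ratio check between 0.3 and a set limit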;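 further: plate controls were Siah plus tracer with DMSO for no effect and tracer alone without Siah for full effect; strong numbers were not always called active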
Lipid droplet = modulators of hepatic lipid droplet formation; 240,000 compounds, 0.4% hits; AID 1656; inhibition, % at 6.5 µM; AML12 mouse hepatocytes, oleate lipid droplets, BODIPY imaging;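 active means lipid droplet intensity inhibited by at least 50%, with more than 500 cells counted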
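Test system: AML12 mouse liver cells; schedule: overnight exposure; technique: high-content imaging of BODIPY-stained droplets and DAPI nuclei; read-out: % inhibition of corrected integrated BODIPY droplet signal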
XIAP antagonists = small molecules displacing peptide from XIAP – biochemical, IAP family, fluorescence polarization (AID 1018); 200,000 compounds, 0.007% hits; one-dose displacement, % at 20 µM; IC50 in µM for titrated hits; XIAP BIR domain, fluorescence polarization peptide displacement; higher % means a stronger effect; in the data active means displacement above about 50%; further: a part of the inactive calls stands beside numbers as strong as those of hits
K1F lysis inhibition = inhibition of K1F phage lysis, E. coli UTI89, bacterial capsule biogenesis inhibitors, alamar blue (AID 488966) | 340,000 compounds, 0.02% hits | E. coli UTI89 K1F phage lysis, alamar blue, 2 h; higher % means a stronger effect | inhibition, % at 100 µM, or IC50 in µM where a hit was titrated;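 active means phage lysis inhibition, versus mean bacterial control, above a set limit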;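 further: capsule biogenesis inhibitors block K1F phage lysis so surviving cells raise fluorescence; higher fluorescence means more inhibition of phage lysis; actives were called in the ten point dose series up to 300 µM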
PMI inhibition = human PMI inhibitors, high substrate, primary screen, biochemical, fluorescence intensity, high mannose 6-phosphate (AID 1220); recombinant PMI enzyme, coupled fluorescence intensity; higher % means a stronger effect; inhibition, % at 20 µM; hits with a dose series show IC50 in µM; 190,000 compounds, 0.66% hits
TNAP activation fold = stimulation of alkaline phosphatase TNAP activity – biochemical, luminescent, no phosphate acceptor, uHTS, primary screen (AID 1001); 200,000 compounds, 0.03% hits; purified TNAP, luminescent activation assay, no phosphate acceptor; higher activation fold means a stronger effect; activation fold at 20 µM; hits with a dose series show EC50 in µM; in the data active means activation fold from about 3, or a potency from the dose series; inactive means the rest, 99 in 100 with activation fold below about 1.6; further: many of its hits are not listed in these tables
PMI inhibitors = inhibitors of human PMI, primary screen, biochemical, fluorescence intensity, coupled assay (AID 1209) | purified PMI enzyme, coupled fluorescence intensity; higher % means a stronger effect | one-dose inhibition, % at 20 µM; IC50 in µM for titrated hits | 190,000 compounds, 0.42% hits;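 further: plate controls were DMSO vehicle for no effect and wells lacking substrate for full effect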
P. falciparum M1AAP = P. falciparum M1AAP inhibitors, biochemical, fluorogenic H-Leu-NHMec substrate, 1536-well (AID 1445). recombinant M1AAP, H-Leu-NHMec fluorogenic kinetic assay; higher % means a stronger effect. one-dose inhibition, % at 30 µM; IC50 in µM for titrated hits. 220,000 compounds, 0.42% hits;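 active means primary inhibition above the hit cutoff, then over 50% inhibition at one or more dose response concentrations, cut at about 23% in these data, passing the limit was not always enough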;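 further: plate controls were DMSO full reaction for no effect and no enzyme background for full effect; strong numbers were not always called active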
Lipid droplet cells 6.5 µM = also measured in Lipid droplet; calls as there; cell count; measured here: cell count, cytotoxicity flag;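 cells counted across two imaged fields per well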
Active calls of the source: *; · = no result given; [ ] = another dose, or the depositor's remark. Unless noted, no stated cut-off is given here; in the data, active means inhibition above about 50%; inactive means the rest.

SMILES	M17LAP inhibition	SIAH1 antagonists	Lipid droplet	Lipid droplet cells 6.5 µM	XIAP antagonists	K1F lysis inhibition	PMI inhibition	TNAP activation fold	PMI inhibitors	P. falciparum M1AAP
COC(=O)CSc1cc([N+](=O)[O-])ccc1NC(=O)OC	11%	3%	-3	738	-7.8%	0.2%	-23%	1.1	-24%	1%
CN(C)c1nc(-c2ccccn2)nnc1-c1ccccc1	17%	4%	6	716	-4.2%	3.6%	-5%	1.1	-3%	6%
O=c1c2ccccc2nc(SCc2ccc(F)cc2Cl)n1CCCN1CCOCC1	-9%	-4%	7	698	·	0.2%	·	·	·	0%
CSc1ccccc1OC1CCN(Cc2ccccc2)CC1	-15%	-6%	-18	715	-27%	2.5%[50 µM]	-8%	1	-6%	0%
COc1ccccc1C1=NOC(Cn2c(NCC3CCCO3)nc3c2c(=O)n(C)c(=O)n3C)C1 (stereo not given)	-6%	-2%	-39	767	·	-0.3%	·	·	·	5%
Cc1cccc2sc(N(CCCN(C)C)C(=O)c3nc4ccccc4s3)nc12	6%	2%	-44	678	-10%	0.5%	2%	1	1%	-1%
Cc1ccc2cc(CN(CC3CCCO3)C(=O)Nc3ccccc3F)c3nnnn3c2c1 (stereo not given)	3%	4%	16	688	-1.1%	-0.4%	6%	1.1	6%	-4%
O=C(O)c1ccccc1C(=O)N1CCN(C(=O)c2ccccc2Cl)CC1	8%	4%	1	750	-7.0%	2.8%	-5%	1	-6%	3%
O=C(CCN1C(=O)C2C3C=CC(C3)C2C1=O)NCc1cccnc1 (stereo not given)	-9%	0%	4	727	-2.7%	4.6%	12%	1	16%	3%
COc1cccc(CNC(=O)CSc2ccc(-c3ccncc3)nn2)c1	17%	5%	3	641	-4.5%	·	14%	1	-6%	0%
COc1ccc(CN(CC2CCC(C(=O)O)CC2)C(=S)Nc2cc(Cl)ccc2OC)cc1 (stereo not given)	4%	-2%	-1	686	-3.2%	0.2%	4%	0.9	-7%	-2%
O=C(/C=C/c1ccccc1)Oc1ccccc1C(=S)N1CCOCC1	·	1%	-1	716	-4.5%	-0.4%	8%	1	16%	·
O=C(NCc1ccccn1)C(=O)NCC(c1ccco1)N1CCOCC1 (stereo not given)	1%	-4%	24	749	-4.5%	0.1%	-9%	1.1	-12%	7%
Cc1nc2cc(-c3ccccc3)nn2c(C)c1CCC(=O)NC(C)c1ccc2c(c1)OCCO2 (stereo not given)	1%	-1%	-10	743	-4.0%	-1.1%	-7%	0.9	-2%	-1%
O=C(NCc1ccco1)c1cccc(S(=O)(=O)N2CCc3ccccc32)c1	-2%	-4%	4	581	-6.1%	0.5%	-2%	0.9	7%	3%
N#C/C(=N\Nc1ccc(Cl)cc1)C(=N)N1CCCCCC1	-2%	10%	14	679	-6.3%	-0.4%	13%	1.1	10%	1%
CN(C)S(=O)(=O)c1cc(NC(=O)COC(=O)c2ccc3c(c2)OCO3)ccc1Cl	-13%	1%	2	649	-1.8%	2.1%	6%	1	6%	3%
CCOC(=O)c1sc2c(c1C)c(=O)c(C(=O)OCC)cn2CC	9%	5%	·	·	-2.5%	-2.4%	8%	1	9%	8%
Cc1ccccc1NC(=O)C1CCN(c2cc(-c3ccccc3)nc3ncnn23)CC1	-7%	5%	0	740	-12%	0.1%	12%	1.1	13%	10%
Cc1ccccc1N1C(=O)C2ON(c3ccccc3)C(c3ccncc3)C2C1=O (stereo not given)	-10%	-4%	·	·	-7.2%	0.4%	-5%	1	0%	1%

Copied from the list:
XIAP antagonists result of COc1ccc(CN(CC2CCC(C(=O)O)CC2)C(=S)Nc2cc(Cl)ccc2OC)cc1 (stereo not given) reads -3.2%
XIAP antagonists result of Cc1ccccc1N1C(=O)C2ON(c3ccccc3)C(c3ccncc3)C2C1=O (stereo not given) reads -7.2%
P. falciparum M1AAP result of Cc1ccccc1NC(=O)C1CCN(c2cc(-c3ccccc3)nc3ncnn23)CC1 reads 10%

More compounds:
SMILES	M17LAP inhibition	SIAH1 antagonists	Lipid droplet	Lipid droplet cells 6.5 µM	XIAP antagonists	K1F lysis inhibition	PMI inhibition	TNAP activation fold	PMI inhibitors	P. falciparum M1AAP
COc1cc2c(cc1OC)C(C)N(C(=O)c1cc3n(n1)C(C(F)(F)F)CC(c1ccco1)N3)CC2 (stereo not given)	11%	-3%	-20	722	-1.2%	-0.4%	-6%	1.1	-23%	12%
Nc1nnc(CCS(=O)(=O)c2cc(Cl)ccc2Cl)s1	-13%	-1%	-6	730	-6.1%	0.4%	5%	1.1	15%	-1%
O=C1O/C(=C/c2ccccc2)c2ccccc21	4%	3%	-10	347	-2.7%	1.8%[50 µM]	-1%	1.1	12%	10%
CCOc1ccc2nc(NCCNC(=O)Nc3cccc(C)c3)c(C#N)cc2c1	-1%	-1%	·	·	-3.9%	-0.2%	38%	1.6	0%	1%
CCN(CC)S(=O)(=O)c1ccc2[nH]cc(C(=O)NCCCN3CCCCC3)c(=O)c2c1	-7%	22%	-1	761	-6.3%	-0.2%[50 µM]	-11%	1.1	1%	5%
COc1cccc(C(=O)N(c2ccccc2)C2C=CS(=O)(=O)C2)c1 (stereo not given)	-6%	6%	10	728	-0.6%	0.3%	-7%	1.2	-4%	-4%
O=C(CCc1nc(-c2ccc(Cl)cc2)no1)NCC1CCCO1 (stereo not given)	2%	2%	1	647	-2.3%	-0.4%	4%	1.1	1%	2%
Cc1ccc(-c2nnc(N3CCOCC3)c3ccccc23)cc1S(=O)(=O)NCc1cccnc1	1%	9%	7	674	-1.7%	-0.6%	-2%	1.1	1%	5%
Cc1[nH]nc2c1C1(CCN(C(=O)OCc3ccccc3)CC1)C(C#N)=C(N)O2	20%	3%	19	766	-7.0%	2.0%	10%	1	18%	1%
OCC1(Cc2cccc(F)c2)CCN(Cc2cccc3nccnc23)CC1	-4%	2%	18	731	-4.5%	0.1%	-6%	1.1	4%	-1%
CCN(CC)c1ccc(C(=O)OCC(=O)c2ccco2)cc1	-9%	-4%	·	·	-1.1%	6.2%	7%	1.1	3%	-6%
CNc1cc(CSC)nc(SCc2ccc(Cl)cc2Cl)n1	1%	-5%	·	·	-4.0%	4.3%	-34%	1	-21%	3%
O=C1/C(=C/c2ccc(F)c(F)c2)CSc2sccc21	5%	0%	-2	772	-0.9%	0.0%	-42%	1.1	-24%	8%
CCOC(=O)c1c(NC(=O)CCl)sc(CN(C)C)c1-c1ccccc1	0%	1%	9	649	3.1%	0.0%	-9%	1	-11%	0%
OCC1(Cc2ccccc2)CCN(Cc2cnn(-c3ccccc3F)c2)CC1	12%	1%	-16	642	-2.0%	0.4%	0%	1.1	-1%	-2%
Cc1noc(C)c1S(=O)(=O)N1CCC(C(=O)N2CCN(c3ccccc3Cl)CC2)CC1	-2%	2%	0	724	-3.7%	4.2%	14%	1.1	19%	-3%
CCOc1cc2c3c(c1)C(C)CC(C)(C)N3C(=O)C2=O (stereo not given)	-13%	1%	·	·	-1.5%	0.2%	-2%	1.1	2%	12%
Cc1ccc(C)c(-n2c(SCC(=O)N3CCC(C(=O)O)CC3)nnc2-c2cccc(Cl)c2)c1	8%	5%	1	651	-5.5%	0.5%	-5%	1.1	-2%	3%
CCN(CC)CCCNc1nc2cc(OC)c(OC)cc2c2nc(-c3ccccc3)nn12	-11%	1%	1	717	-6.1%	-1.0%	7%	1.1	3%	2%
NC(=O)COc1ccc(NC(=O)OCc2ccccc2)cc1	8%	1%	4	696	-0.2%	1.4%	14%	1	10%	-1%

Compound profiles, from the list above. Screens in order: M17LAP inhibition	SIAH1 antagonists	Lipid droplet	Lipid droplet cells 6.5 µM	XIAP antagonists	K1F lysis inhibition	PMI inhibition	TNAP activation fold	PMI inhibitors	P. falciparum M1AAP
Shown for Cc1[nH]nc2c1C1(CCN(C(=O)OCc3ccccc3)CC1)C(C#N)=C(N)O2 → 20%	3%	19	766	-7.0%	2.0%	10%	1	18%	1%
Shown for Cc1ccc(C)c(-n2c(SCC(=O)N3CCC(C(=O)O)CC3)nnc2-c2cccc(Cl)c2)c1 → 8%	5%	1	651	-5.5%	0.5%	-5%	1.1	-2%	3%
Shown for CCN(CC)c1ccc(C(=O)OCC(=O)c2ccco2)cc1 → -9%	-4%	·	·	-1.1%	6.2%	7%	1.1	3%	-6%
Shown for NC(=O)COc1ccc(NC(=O)OCc2ccccc2)cc1 → 8%	1%	4	696	-0.2%	1.4%	14%	1	10%	-1%
Shown for Cc1ccc(-c2nnc(N3CCOCC3)c3ccccc23)cc1S(=O)(=O)NCc1cccnc1 → 1%	9%	7	674	-1.7%	-0.6%	-2%	1.1	1%	5%

Next section:
SMILES	M17LAP inhibition	SIAH1 antagonists	Lipid droplet	Lipid droplet cells 6.5 µM	XIAP antagonists	K1F lysis inhibition	PMI inhibition	TNAP activation fold	PMI inhibitors	P. falciparum M1AAP
CCn1c(C)nc2cc(C(=O)NNS(=O)(=O)c3ccccc3F)ccc21	-30%	3%	·	·	-4.9%	0.3%	-6%	1.1	-1%	2%
COc1ccc2c(c1OC)C(=O)OC2Nc1nc(-c2cc3cc(Br)ccc3oc2=O)cs1 (stereo not given)	-4%	-1%	-1	696	·	0.4%	·	·	·	18%
COc1ccc2nc(SCC(=O)Nc3cc(C)on3)[nH]c2c1	0%	-2%	11	749	-4.0%	-1.0%	7%	1.1	7%	6%
CCCCNC(=O)COC(=O)c1ccccc1F	-15%	0%	-10	634	·	0.1%	·	·	·	1%
O=C(OCC(=O)N1CCCC1)c1ccc(S(=O)(=O)N2CCOCC2)cc1	-2%	12%	17	682	-4.8%	-0.4%	15%	1.1	-6%	1%
COc1ccc(-c2noc(-c3ccccc3-c3ccccc3)n2)cc1OC	-11%	2%	-4	609	-3.3%	-1.1%	8%	1	13%	7%

Screening results deposited in PubChem by several laboratories.

No enrichment for hits, and some 1.9% of all compounds hit somewhere here.
